# D1 allo mod – allosteric modulators of human D1 dopamine receptor | P21728 | HEK293 D1, CRE-luciferase, dopamine EC30 potentiation; actives deviate in either direction | B-score at 10 µM | actives 5.9% (n = 58,000) | AID 641;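 active means luminescence count or its row- and column-corrected plate score outside the 99.7% band of the plate's sample wells, on either side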
# Target sequence (P21728 whole entry, looked up): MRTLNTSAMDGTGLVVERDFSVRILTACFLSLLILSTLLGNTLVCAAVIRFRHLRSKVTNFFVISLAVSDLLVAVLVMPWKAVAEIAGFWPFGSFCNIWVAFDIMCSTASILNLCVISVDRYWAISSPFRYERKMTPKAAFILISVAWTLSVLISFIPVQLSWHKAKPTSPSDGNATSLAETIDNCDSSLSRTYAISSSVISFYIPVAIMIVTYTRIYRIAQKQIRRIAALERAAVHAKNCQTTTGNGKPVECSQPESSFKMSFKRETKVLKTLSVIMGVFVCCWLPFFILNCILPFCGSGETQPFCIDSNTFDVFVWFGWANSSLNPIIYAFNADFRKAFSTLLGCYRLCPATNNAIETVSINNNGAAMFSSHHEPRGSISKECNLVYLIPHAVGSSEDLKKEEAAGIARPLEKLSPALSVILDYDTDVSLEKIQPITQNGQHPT
# RORA act – activators of human nuclear receptor RORA; CHO-K1 Gal4-RORA LBD luciferase reporter, luminescence; percent increase over mock-subtracted basal signal; activation, % at 10 µM; actives 1.5% (n = 65,000); AID 560;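 active means activation above the mean of all tested compounds plus 3 SD, cut at about 49% in these data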;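 further: 0% = DMSO-treated RORA cells and 100% = added signal equal to DMSO minus mock-transfected cells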
# Hsp90 inh – displaces geldanamycin probe from tumor Hsp90 | P07900 | NCI-N417 lysate Hsp90, Cy3B-geldanamycin FP displacement | inhibition, % at 30 µM | actives 0.35% (n = 64,000) | AID 429;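 active means inhibition above 50%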;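 further: 0% = tracer plus lysate wells and 100% = tracer alone without lysate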
# FXIIa mix inh – factor XIIa (human) inhibition, mixture screen. purified FXIIa, fluorogenic substrate, pooled mixtures. inhibition, % at 5 µM. actives 0.2% (n = 62,000); in the data active means inhibition above about 20%, passing the limit was not always enough;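 further: 0% = enzyme without compound and 100% = no enzyme blank; some results filed as inactive read as strong as hits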
# TNAP act mid DEA – human TNAP activation, intermediate phosphate acceptor. purified TNAP, CDP-star luminescence, 100 mM DEA, 30 min; hits give high values; scale: 0 levamisole-inhibited, 1 vehicle-only enzyme. 64,000 tested, under 10 active. activation factor at 20 µM;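 active means activation factor of at least 2 at 20 µM, relative to controls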
# Cdc25B inh – human M-phase inducer phosphatase 2 inhibition; P30305; recombinant Cdc25B, OMFP fluorescence Ex485/Em525; inhibition, %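 (compounds tested at 10 µM final in the well)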; actives 0.1% (n = 65,000); in the data active means inhibition above about 50%
# SF-1 act – activators of human nuclear receptor SF-1; CHO-K1 Gal4-SF-1 LBD luciferase reporter; % increase over DMSO SF-1-specific signal; activation, % at 10 µM; actives 1.9% (n = 65,000);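 active means activation above the mean activation of all tested compounds plus 3 SD, cut at about 50% in these data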
#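 Assay system: CHO-K1 cells co-transfected with Gal4 DBD–human SF-1 LBD, 5xGal4 luciferase reporter; doses: 10 µM only; incubation: 20 h compound exposure at 37 °C after 1 h cell settling; signal: luciferase light emission; evaluation: percent activation versus DMSO; repeats: one test per compound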
# Her2 expr inh – inhibitors of human Her2 kinase expression. P04626. HER2 level % of control, % at 10 µM. AID 645. actives 0.69% (n = 65,000). SKBR-3 HER2 protein level, AlphaScreen, 18-24 h; hits give low values;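 active means HER2 level under 5% of the carrier-only control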;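 further: 100% = DMSO carrier and 0% = 500 nM PU-H71 HSP90 inhibitor; lower value means stronger loss of Her2 protein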
# DUSP1 inh – human dual specificity phosphatase 1 inhibition | recombinant MKP-1, OMFP hydrolysis fluorescence | inhibition, %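 (compounds tested at a single concentration somewhere between 10 and 100 µM)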 | actives 0.15% (n = 65,000) | AID 374;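 active means inhibition above about 50%, limit read from the data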;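 further: 0% = DMSO max control wells and 100% = wells with enzyme stopped by NaOH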
# Target sequence (P28562 whole entry, looked up): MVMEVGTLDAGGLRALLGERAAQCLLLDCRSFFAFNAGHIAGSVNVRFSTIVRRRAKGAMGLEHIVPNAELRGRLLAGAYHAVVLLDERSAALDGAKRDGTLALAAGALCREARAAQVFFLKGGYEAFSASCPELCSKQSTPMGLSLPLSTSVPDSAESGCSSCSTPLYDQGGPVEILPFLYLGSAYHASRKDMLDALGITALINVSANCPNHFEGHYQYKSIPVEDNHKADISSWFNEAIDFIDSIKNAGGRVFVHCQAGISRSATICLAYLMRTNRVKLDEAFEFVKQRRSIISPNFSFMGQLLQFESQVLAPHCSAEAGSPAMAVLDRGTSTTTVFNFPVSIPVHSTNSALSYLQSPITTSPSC
# Numbers without * were called inactive; x = not tested or not shown.
# Sample of the layout, 13 compounds:
SMILES,D1 allo mod,RORA act,Hsp90 inh,FXIIa mix inh,TNAP act mid DEA,Cdc25B inh,SF-1 act,Her2 expr inh,DUSP1 inh
CCOC(=O)c1c(NC(=O)COC(=O)Cn2cnc3ccccc32)sc(C)c1C,x,-31,2,7,0.9,-5,-14,66,12
Cc1ccc(N2C(N)=NC(N)=NC2(C)C)c(C)c1,0.51,10,-4,5,0.9,-2,2,117,-7
CN(C)CCSc1nc(N)c2c3c(sc2n1)CN(C)CC3,-0.2,-2,x,6,0.9,-11,-1,106,4
CC1CCN(C(=O)CCNS(=O)(=O)c2ccccc2)CC1,0.055,15,-3,13,0.9,-7,29,106,2
O=C(Nc1ccc(S(=O)(=O)N2CCOCC2)cc1)C1CCCCC1,0.34,-1,-4,4,0.9,-5,3,135,14
COc1ccccc1N1CCN(CCCNC(=O)Nc2ccccc2)CC1,-4.8*,-18,0,4,1,-15,-5,81,-6
Cc1cc(C)cc(-c2nc(-c3ccncc3)no2)c1,x,42,-2,1,0.9,-11,90*,96,7
CN1CCN(S(=O)(=O)c2ccc(NC(=O)c3ccco3)cc2)CC1,-0.032,-9,1,3,1,-8,3,83,13
COC(=O)[C@H](C)NC(=O)Nc1ccc(S(N)(=O)=O)cc1,0.29,12,-4,0,1,8,-11,79,18
COc1ccccc1NC(=O)CSc1nc(O)cc(=O)[nH]1,-0.47,32,0,x,x,4,-7,114,-33
COc1ccc(-c2c3c(=O)n(C)c(=O)n(C)c3cn2-c2cc(OC)ccc2OC)cc1,6*,-10,0,-2,0.9,7,-3,92,41
CCCn1c(SCC(=O)Nc2nc(C)c(C(=O)OC)s2)nnc1C(C)C,0.24,-10,3,8,0.9,2,13,71,-11
O=C(Cn1nnc2c(cnn2-c2ccccc2)c1=O)NCc1cccs1,-0.33,33,2,x,0.9,2,11,98,-3

# The list itself (from the top)
SMILES,D1 allo mod,RORA act,Hsp90 inh,FXIIa mix inh,TNAP act mid DEA,Cdc25B inh,SF-1 act,Her2 expr inh,DUSP1 inh
CCOC(=O)c1c(NC(=O)COC(=O)Cn2cnc3ccccc32)sc(C)c1C,x,-31,2,7,0.9,-5,-14,66,12
Cc1ccc(N2C(N)=NC(N)=NC2(C)C)c(C)c1,0.51,10,-4,5,0.9,-2,2,117,-7
CN(C)CCSc1nc(N)c2c3c(sc2n1)CN(C)CC3,-0.2,-2,x,6,0.9,-11,-1,106,4
CC1CCN(C(=O)CCNS(=O)(=O)c2ccccc2)CC1,0.055,15,-3,13,0.9,-7,29,106,2
O=C(Nc1ccc(S(=O)(=O)N2CCOCC2)cc1)C1CCCCC1,0.34,-1,-4,4,0.9,-5,3,135,14
COc1ccccc1N1CCN(CCCNC(=O)Nc2ccccc2)CC1,-4.8*,-18,0,4,1,-15,-5,81,-6
Cc1cc(C)cc(-c2nc(-c3ccncc3)no2)c1,x,42,-2,1,0.9,-11,90*,96,7
CN1CCN(S(=O)(=O)c2ccc(NC(=O)c3ccco3)cc2)CC1,-0.032,-9,1,3,1,-8,3,83,13
COC(=O)[C@H](C)NC(=O)Nc1ccc(S(N)(=O)=O)cc1,0.29,12,-4,0,1,8,-11,79,18
COc1ccccc1NC(=O)CSc1nc(O)cc(=O)[nH]1,-0.47,32,0,x,x,4,-7,114,-33
COc1ccc(-c2c3c(=O)n(C)c(=O)n(C)c3cn2-c2cc(OC)ccc2OC)cc1,6*,-10,0,-2,0.9,7,-3,92,41
CCCn1c(SCC(=O)Nc2nc(C)c(C(=O)OC)s2)nnc1C(C)C,0.24,-10,3,8,0.9,2,13,71,-11
O=C(Cn1nnc2c(cnn2-c2ccccc2)c1=O)NCc1cccs1,-0.33,33,2,x,0.9,2,11,98,-3
CCCn1c(CCNC(=O)c2cccs2)nc2ccccc21,-0.23,0,-3,3,0.9,-3,-5,87,0
COc1ncnc2c1oc1nc(CC(C)C)c3c(c12)CCCC3,0.96,-3,2,16,0.9,-6,9,89,-3
CCCc1[nH]nc2c1C(c1ccc(O)c(OC)c1)C(C#N)=C(N)O2 (configuration not stated),0.23,4,0,2,0.6,5,0,89,-16
CCOC(=O)c1ccc(COc2nc3ccccc3nc2-c2ccccc2NC(C)=O)o1,3.4,-13,0,8,0.9,-8,-5,75,12
COCCNC(=O)C(c1ccccc1C)N(CCOC)C(=O)Cn1nnc2ccccc21 (configuration not stated),0.5,-27,4,3,0.9,-6,-1,89,-20
CCN1C(=O)c2ccccc2S(=O)c2ccc(C(=O)NCCCN3CCCC3=O)cc21 (configuration not stated),x,12,-2,1,1,4,33,98,0
COc1ccc(OCC(=O)Nc2cc(OC)cc(OC)c2)cc1,x,-12,-1,8,0.9,-8,-7,101,-5

# Random excerpt: two entries already listed
SMILES,D1 allo mod,RORA act,Hsp90 inh,FXIIa mix inh,TNAP act mid DEA,Cdc25B inh,SF-1 act,Her2 expr inh,DUSP1 inh
CCCn1c(SCC(=O)Nc2nc(C)c(C(=O)OC)s2)nnc1C(C)C,0.24,-10,3,8,0.9,2,13,71,-11
COc1ncnc2c1oc1nc(CC(C)C)c3c(c12)CCCC3,0.96,-3,2,16,0.9,-6,9,89,-3

# Continued.
SMILES,D1 allo mod,RORA act,Hsp90 inh,FXIIa mix inh,TNAP act mid DEA,Cdc25B inh,SF-1 act,Her2 expr inh,DUSP1 inh
CC(C)P(=O)(Cc1cccc(C#N)c1)C(C)C,-0.037,6,2,12,0.9,-1,-9,93,36
COc1cc(-c2nnc3sc(-c4ccco4)nn23)cc(OC)c1OC,0.63,-18,-13,2,0.9,-1,-13,211,-5
C=CCC1CCCCC12NC(=O)NC2=O (configuration not stated),0.3,3,2,-22,0.9,5,-14,94,19
CN(C)S(=O)(=O)N(CC(=O)NCc1ccccc1)c1ccccc1,-0.15,-9,-8,5,0.9,1,-4,90,3
c1ccc2c(c1)nc(NC1CCCCC1)c1nncn12,14*,-10,-3,3,0.8,-10,-14,115,7
COCC(COCCCNC(=O)Nc1ccc(Br)cc1)OC (configuration not stated),-0.36,-3,0,3,0.9,-9,12,93,-7
O=C(N1CCN(c2ccccc2F)CC1)C12CC3CC(CC(C3)C1)C2,0.34,-13,1,9,0.9,-9,-3,58,4
CCC(C)NC(=O)CNC(=O)Cn1c(C)cc2ccccc2c1=O (configuration not stated),0.65,-10,x,-3,0.9,-6,-12,81,2
CN(C)S(=O)(=O)N1CCN(c2cc(Cl)ccc2Cl)CC1,-0.25,-29,-3,3,0.9,-11,-9,99,3
CN1CCN(C(=O)c2ccc3c(c2)NC(=O)C(N2CCOCC2)S3)CC1 (configuration not stated),-0.19,-5,0,6,0.9,0,-9,76,2
CCCOc1ccc(C2/C(=C(\O)c3c(C)[nH]c(C(=O)OC)c3C)C(=O)C(=O)N2CCN(C)C)cc1 (configuration not stated),-0.28,7,-6,-3,1,4,-18,95,-2
CCOC(=O)CC(=O)CSc1nnc(Cn2c(=O)sc3ccccc32)n1C,0.17,-10,2,-1,0.9,0,-12,102,19
Cc1noc(C)c1CSc1nnc(-c2ccccc2F)n1CCc1ccccc1,1.2,-10,-1,4,0.8,6,-2,122,-3
c1ccc(Cn2nnnc2-c2ccco2)cc1,2.2,-19,0,2,1,4,2,x,2
Cc1cccc(-c2noc(-c3ccc(F)cc3)n2)c1,-0.38,31,-12,10,1,1,78*,58,-9
O=C(C1CCCN(S(=O)(=O)c2ccc(Br)s2)C1)N1CCCCCC1 (configuration not stated),-0.2,-21,-5,-4,1,-2,-30,89,-9
CCN=C1SC(CC(=O)Nc2ccc(C(F)(F)F)cc2)C(=O)N1CC (configuration not stated),x,-9,-3,9,1,-13,10,101,-11
O=C(CCn1c(=O)[nH]c2ccccc2c1=O)N1CCN(c2ccc(Cl)cc2)CC1,0.087,-2,0,5,0.9,-7,8,117,12
COC(=O)NCc1ccc(CNC(=O)OC)cc1,0.95,-8,-3,-4,0.9,-22,-7,91,4
CCCOc1ccc(CN(CCO)CCO)cc1C(=O)OC,0.54,23,-1,-34,0.9,2,-1,127,-6
CCSc1nc(O)cc(=O)n1-c1ccc(OC)cc1,0.43,-31,-3,-1,0.9,3,-4,105,11
CCC(Sc1nc2c(c(=O)[nH]1)CCC2)C(=O)Nc1cccc(OC)c1 (configuration not stated),x,-9,-5,5,0.9,6,2,92,9
COc1ccc(CCn2c(NCc3ccco3)nc3c2c(=O)[nH]c(=O)n3C)cc1,x,17,-1,6,0.9,5,8,89,-31
COc1ccc(CCNC(=O)C2CCCN(S(=O)(=O)c3cnc[nH]3)C2)cc1OC (configuration not stated),0.048,-2,0,4,0.9,1,4,70,5
COc1ccc(C(=O)NCc2oc(-c3ccccc3)cc2C(=O)O)cc1,-0.36,-18,-4,10,0.9,-7,-4,95,11
CC1CCc2cc(F)ccc2N1C(=O)CCC(=O)O (configuration not stated),-0.65,18,-1,8,1,-8,-17,103,6
CCCSc1nc2c(c(=O)[nH]c(=O)n2C)n1CCc1ccccc1,18*,1,0,8,1,5,3,101,-13
COc1ccc(-c2noc(CSc3nc(-c4ccccc4)cc(=O)[nH]3)n2)cc1OC,7.6*,6,2,-1,1,1,6,92,37
CCn1cnc2cc(NCc3ccc(C)cc3)ccc21,-0.31,44,-4,-3,1,-6,50*,80,5
CCCCc1nc2sc3c(c2c(=O)[nH]1)CCC3,0.95,-15,-6,x,1,-25,6,43,-19
C=CCc1ccc(OCC(O)CN2CCCCC2)c(OC)c1 (configuration not stated),x,-10,-40,6,1,4,1,106,-21
CSC1=C(C#N)C2(CCCC2)C(C#N)=C(N)N1,0.23,12,-4,-2,0.9,9,-3,89,-7
CCn1c(C(=O)N2CCCC(C(=O)O)C2)cc2sccc21 (configuration not stated),0.4,8,-2,6,0.9,-9,3,108,11
Cc1cccc(NC(=O)CS(=O)(=O)c2c[nH]c3ccccc23)c1C,0.48,6,x,-3,0.9,-6,7,223,8
Clc1ccc(-c2nnc(-c3ccco3)o2)cc1,-0.59,50*,-5,18,0.9,-10,35,54,-6
O=C(CCCSc1nnc(-c2cccs2)n1CC1CCCO1)c1ccccc1 (configuration not stated),-0.27,0,-3,8,1,-11,7,98,6
O=C(Nc1ccc(Cl)cc1)C1CCCN(S(=O)(=O)c2cnc[nH]2)C1 (configuration not stated),-0.0097,9,0,4,0.9,1,-4,97,5
O=C(Oc1ccccc1)c1cc2ccccc2o1,0.32,1,-6,-3,0.9,-8,-2,107,-4
COc1ccc(NC(=O)CN2C(=O)C(C)Oc3ccccc32)c(OC)c1 (configuration not stated),-0.62,-6,-6,7,0.9,-9,-13,117,-11
CCOC(=O)N1CCN(CCC(=O)Nc2ccc(C)c(Br)c2)CC1,0.0045,-7,1,-1,1,-18,-8,82,-3
CCn1c(CSc2ncccn2)nnc1SCC(=O)N1c2ccccc2CC1C (configuration not stated),0.46,-8,-4,-3,1,-10,8,93,8
O=C(CCC(=O)c1ccc(F)cc1)OC1CCOC1=O (configuration not stated),0.053,-22,2,-17,0.9,-2,0,98,-6
Cc1cc(C)n(C(=O)c2ccc(NC(=O)C3COc4ccccc4O3)cc2)n1 (configuration not stated),0.016,-12,-2,-10,1,-8,-13,46,4

# Compound activity: PubChem BioAssay, several laboratories

# The order is random (roughly 8.9% active in at least one column).
